High-throughput results: PubChem BioAssay, National Center for Advancing Translational Sciences (NCATS)
N370S GC: inhibitors or activators of N370S glucocerebrosidase for Gaucher disease; P04062; Potency, µM (titrated, usually from 59.4 µM), for the others: top-dose activity change, negative = inhibition, usual class: inhibitors; 330,000 compounds, 0.092% hits; AID 2101; N370S GC spleen homogenate, 4MU-glucoside fluorescence;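 further: 0% = full enzyme activity and -100% = no enzyme basal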
TDP1 cell noCPT: qHTS for Inhibitors of human tyrosyl-DNA phosphodiesterase 1 (TDP1): qHTS in cells in absence of CPT | DT40 Tdp1-/- hTDP1 cells, no CPT, ATP luminescence, 48 h | Potency, µM (top dose mostly 46.2 µM), for the others: at the highest dose activity change, negative = growth inhibition, most hits filed as inhibitors | 420,000 compounds, 15% hits; further: nearly all actives have a fitted effect of over 55% in size
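No-CPT arm: Tdp1-/-;hTDP1 DT40 cells (400/well) plus compounds, incubated ≥48 hr at 37 °C. Readout CellTiter-Glo luminescence.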
TDP1 inh: blocks human tyrosyl-DNA phosphodiesterase 1; AID 485290; 350,000 compounds, 0.28% hits; Potency, µM (doses to about 130 µM), for the others: top-dose activity change, negative = inhibition, most hits filed as inhibitors; recombinant TDP1, AlphaScreen DNA substrate cleavage; further: nearly all actives have a fitted effect of over 40% in size
Target sequence (Q9NUW8 whole entry, looked up): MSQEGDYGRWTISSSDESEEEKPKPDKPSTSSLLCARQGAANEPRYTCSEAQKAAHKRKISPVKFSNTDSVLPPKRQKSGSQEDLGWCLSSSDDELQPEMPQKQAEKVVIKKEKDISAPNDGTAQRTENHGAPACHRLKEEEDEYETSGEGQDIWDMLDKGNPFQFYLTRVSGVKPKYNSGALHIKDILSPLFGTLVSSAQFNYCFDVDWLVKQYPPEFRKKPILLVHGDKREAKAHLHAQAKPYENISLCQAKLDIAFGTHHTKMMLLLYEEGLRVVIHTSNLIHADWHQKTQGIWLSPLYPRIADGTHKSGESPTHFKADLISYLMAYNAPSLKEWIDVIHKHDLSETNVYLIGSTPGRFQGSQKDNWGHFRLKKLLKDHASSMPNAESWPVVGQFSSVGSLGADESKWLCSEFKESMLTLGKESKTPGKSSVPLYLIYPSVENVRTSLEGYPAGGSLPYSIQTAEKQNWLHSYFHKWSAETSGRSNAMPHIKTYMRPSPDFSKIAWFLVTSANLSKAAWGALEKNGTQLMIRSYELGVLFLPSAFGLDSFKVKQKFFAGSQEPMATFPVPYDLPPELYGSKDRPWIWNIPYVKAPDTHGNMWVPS
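Enzyme-compound mixtures sat 15 min at room temperature, followed by a 5 min reaction with 15 nM final substrate and 10 min with AlphaScreen beads. Recombinant human Tdp1 was used at 1 nM final.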
An asterisk follows results filed as active; ? = inconclusive; · = no result given; & = joins results of further samples; [ ] = dose if it differs, or a comment. The call rests on the fitted dose curve; in most records, active means well fitted curve in the direction sought with a large enough effect; inconclusive means small, poorly fitted or top-dose-only effect, or another doubt; inactive means no such curve, though single readings can be large; an effect the other way counts as inactive or inconclusive. Unless noted, on the % scale 0 is the no-effect control and ±100 the full control effect; potency means the concentration at half of the fitted maximal effect. This is a subset. The share of hits here may be higher or lower than overall.

Fields – TDP1 inh	N370S GC	TDP1 cell noCPT
(1) CC(NC(=O)c1ccccc1F)C12CC3CC(CC(C3)C1)C2 (stereo not drawn)
 : -10%	5%	?
(2) O=C(CSc1nc2scc(-c3ccccc3)c2c(=O)[nH]1)NC1CCCCC1
 : 8%	2%	·
(3) CCOc1ccc(S(=O)(=O)NCC2CCCO2)cc1NC(=O)c1ccccc1F (stereo not drawn)
 : 12%	-9%	-20%
(4) COc1cc([C@H]2OC[C@H]3[C@@H]2CO[C@H]3c2ccc(O)c(OC)c2)ccc1O
 : 3%	·	-19%
(5) CCC(C)N(C(=O)COC(=O)c1ccc(=O)n(Cc2ccccc2)n1)C1CCS(=O)(=O)C1 (stereo not drawn)
 : 0%	0%	1%
(6) Cc1ccccc1NC(=O)C(=O)NCC(c1ccc2c(c1)OCO2)N1CCN(c2ccccc2)CC1 (stereo not drawn)
 : 5%	·	?
(7) Nc1nonc1C(=O)NCCNCc1ccccc1
 : 3%	6%	-25%
(8) O=C(N/N=C/c1ccc(O)cc1O)C(=O)N/N=C/c1ccc(O)cc1O
 : ·	-9%	?
(9) CC(C)OC(=O)c1ccc(N2CCN(c3ccccc3F)CC2)nc1
 : ·	5%	18µM*
(10) O=C(c1cccc(Cl)c1)C1CCCN(C(=O)c2ccc3c(c2)OCO3)C1 (stereo not drawn)
 : 5%	-6%	?
(11) CC(C)Oc1cccc(C(=O)N/N=C/c2coc3ccccc3c2=O)c1
 : 1%	-4%	12%
(12) COC(=O)c1cc2c(=O)n3cccc(C)c3nc2n(Cc2cccnc2)c1=N
 : 5%	3%	·
(13) Cc1ccc(/C=N/NC(=O)c2cccnc2)s1
 : 6%	-4%	-19%
(14) Cn1cc(C(=O)c2ccc(F)cc2)cc1-c1nc2ccccc2n1C
 : 7%	12%	16µM*
(15) Cc1ccc(S(=O)(=O)N2[C@@H](c3ccccc3F)C(C(=O)O)=CC[C@H]2c2ccc(Cl)c(Cl)c2)cc1
 : -3%	?	?

Quoted at random: three compounds from above
Fields – TDP1 inh	N370S GC	TDP1 cell noCPT
(6) Cc1ccccc1NC(=O)C(=O)NCC(c1ccc2c(c1)OCO2)N1CCN(c2ccccc2)CC1 (stereo not drawn)
 : 5%	·	?
(4) COc1cc([C@H]2OC[C@H]3[C@@H]2CO[C@H]3c2ccc(O)c(OC)c2)ccc1O
 : 3%	·	-19%
(14) Cn1cc(C(=O)c2ccc(F)cc2)cc1-c1nc2ccccc2n1C
 : 7%	12%	16µM*

Following part:
Fields – TDP1 inh	N370S GC	TDP1 cell noCPT
(16) COCCn1cnnc1SCC(=O)Nc1cccc(S(=O)(=O)N2CCCCC2)c1
 : 0%	·	-11%
(17) CCCc1ccc2oc(C(=O)N3CCN(CCC(N)=O)CC3)c(C)c2c1
 : ·	-9%	-19%
(18) CN(C(=O)c1ccc(NC(=O)Cc2ccc([N+](=O)[O-])cc2)cc1)C1CCCC1
 : 4%	·	?
(19) CCCCCCCCNC(=O)/C(C#N)=C/c1ccc(SC)cc1
 : -3%	6%	?
(20) COc1ccc(-c2nc(=S)c3ccc4ccccc4c3[nH]2)cc1
 : 0%	-2%	0%
(21) CCOc1ccc(N(CC(=O)NC2CCCC2)C(=O)Cn2nnc(-c3ccc(C)o3)n2)cc1
 : 6%	-5%	?
(22) Cc1cc(C)n(-c2nc(-c3cccc(Cl)c3)cs2)n1
 : -3%	2%	?
(23) c1ccc2c(NCCCN3CCOCC3)c3ccccc3nc2c1
 : -4%	22%	·
(24) Cc1ccc(S(=O)(=O)ON2C(=O)c3ccccc3C2=O)c(C)c1
 : 0%	-1%	1µM*
(25) CC(C)(C)/C=N/NC(=O)C1CC1
 : ·	0%	6%
(26) O=C(c1ccc(NC2=NC3CS(=O)(=O)CC3S2)cc1)N1CCN(c2ccccc2)CC1 (stereo not drawn)
 : ·	-13%	1%
(27) Cc1ccc(OCCNC(=O)C2CC(=O)N(Cc3ccccc3)C2)cc1 (stereo not drawn)
 : 1%	·	0%
(28) S=C(Nc1ccc2nsnc2c1)N1CCCCC1
 : -6%	-4%	-26%
(29) O=C(CN1C(=O)CCS(=O)(=O)c2ccccc21)NCCc1ccccc1
 : 4%	-14%	-15%
(30) COc1cc(C(=O)NCCN2C(=O)S/C(=C\c3ccc(F)cc3)C2=O)ccc1OCC(=O)N1CCOCC1
 : 1%	0%	15µM*

Additional compounds
Fields – TDP1 inh	N370S GC	TDP1 cell noCPT
(31) CCCCn1c(N)c(N(CC(C)C)C(=O)c2cccc(S(=O)(=O)N3CCN(C)CC3)c2)c(=O)[nH]c1=O
 : -6%[0.505 µM]	-2%	-2%
(32) COc1ccc(C(=O)Nc2ccccc2)cc1S(=O)(=O)Nc1cc(C)on1
 : 3%	4%	-4%
(33) CCN(CC)S(=O)(=O)c1ccc2c(c1)CC(C(=O)N1CCCC1)N2C(C)=O (stereo not drawn)
 : ·	1%	-13%
(34) CCOc1cc(/C=N/n2cnnc2)ccc1OS(=O)(=O)c1ccccc1
 : 5%	1%	-16%
(35) C[C@H]1C(c2ccc(F)cc2)=NN(c2ccccc2)[C@@H]1CO
 : -14%[56.1 µM]	?	-2%
(36) CCC(=O)Nc1nnc(C)s1
 : 1%	1%	1%
(37) COc1cc(OC)c(NC(=S)Nc2cc(Cl)cc(Cl)c2)cc1Cl
 : 3%	8%	?
(38) COCCN=c1scc(-c2cccs2)n1/N=C/c1ccc(O)c(O)c1O
 : 3%	4%	?
(39) C=CCn1c(SCC(=O)NC2CCCC2)nnc1-c1ccccn1
 : 1%	-1%	?
(40) CC(C)(C)CN1CCNC(=O)C1CC(=O)N1CCN(c2ccccc2)CC1 (stereo not drawn)
 : 6%	0%	6%
(41) O=C(O)c1ccc(NCc2nc3ccccc3n2CCOc2ccccc2Cl)cc1
 : 0%&3%	-1%	-3%&-28%
(42) Cc1[nH]n2c(=O)c3c(nc2c1-c1cccc2ccccc12)CCC3
 : 6%	-11%	?
(43) CC(=O)Oc1cc(C)cc2oc(=O)cc(-c3ccccc3)c12
 : ·	0%	?
(44) CC(C)C1Nc2ccc(S(=O)(=O)N3CCOCC3)cc2NC1=O (stereo not drawn)
 : -3%	-1%	-13%
(45) Cc1ccc(SCCSc2ncccn2)cc1
 : ·	-4%	?

Further records follow.
Fields – TDP1 inh	N370S GC	TDP1 cell noCPT
(46) Cc1ccc(Cl)c(OCC(=O)N(C)CC(=O)Nc2ccc(N3CCOCC3)cc2)c1
 : ·	0%	?
(47) Cc1ccsc1/C=N/N1CCN(C2c3ccccc3-c3ccccc32)CC1
 : 7%	·	?
(48) Nc1nc(SCC(=O)c2cccs2)n[nH]1
 : -2%	6%	-16%
(49) Cc1ccc(CNC(=O)C2COc3ccccc3O2)cc1 (stereo not drawn)
 : 1%	6%	?
(50) COc1ccc(-n2nc(C(=O)NCC(=O)NCC3CCCO3)c3ccccc3c2=O)c(OC)c1 (stereo not drawn)
 : 3%	-4%	-6%
(51) COc1ccc(-c2nnc(SCc3ccc(C(=O)O)cc3)o2)cc1OC
 : ·	-1%	-9%
(52) O=C1c2ccccc2C(=O)c2c1cccc2N1CCN(Cc2ccccc2)CC1
 : 12%	-5%	18µM*
(53) CSc1ccc(NC(=O)NCCN2CCc3ccccc3C2)cc1
 : 6%	-11%	?
(54) Cc1cc(C)n2nc(SCC(=O)c3cc(C)n(-c4cc(C)on4)c3C)nc2n1
 : 5%	-11%	10µM*
(55) O=C(c1cc(COc2ccc(F)cc2F)on1)N1CCN(C(=O)c2ccco2)CC1
 : 3%	-4%	?
(56) COc1cc(NC(=O)c2ccccc2F)c(OC)cc1NC(=O)CN1CCOCC1
 : 2%	-3%	?
(57) CC(C)c1ccccc1-n1c(SCc2cc(=O)oc3ccc4ccccc4c23)nnc1-c1cccnc1
 : 3%	9%	15µM*
(58) O=C1c2[nH]nc(-c3ccccc3O)c2C(c2ccc(F)cc2)N1CCO (stereo not drawn)
 : 4%	·	?
(59) Nc1nc(N2CCCCC2)c(C=O)c(N2CCCCC2)n1
 : -2%	-4%	?
(60) Cn1c(O)c(N=NC(=O)c2ccco2)c2ccccc21
 : -4%	-3%	15µM*

An excerpt from above in order of formula weight, lowest first:
Fields – TDP1 inh	N370S GC	TDP1 cell noCPT
(59) Nc1nc(N2CCCCC2)c(C=O)c(N2CCCCC2)n1
 : -2%	-4%	?
(50) COc1ccc(-n2nc(C(=O)NCC(=O)NCC3CCCO3)c3ccccc3c2=O)c(OC)c1 (stereo not drawn)
 : 3%	-4%	-6%
(57) CC(C)c1ccccc1-n1c(SCc2cc(=O)oc3ccc4ccccc4c23)nnc1-c1cccnc1
 : 3%	9%	15µM*

Profiles, quoted from the list:
O=C(O)c1ccc(NCc2nc3ccccc3n2CCOc2ccccc2Cl)cc1 is entered as TDP1 inh: 0%&3%; N370S GC: -1%; TDP1 cell noCPT: -3%&-28%
O=C(c1cc(COc2ccc(F)cc2F)on1)N1CCN(C(=O)c2ccco2)CC1 is entered as TDP1 inh: 3%; N370S GC: -4%; TDP1 cell noCPT: ?

Next part
Fields – TDP1 inh	N370S GC	TDP1 cell noCPT
(61) CCOC(=O)C1CCN(S(=O)(=O)c2cc(Br)cc3c2N(C(C)=O)C(C)C3)CC1 (stereo not drawn)
 : 2%	2%	-24%
(62) Cc1c([N+](=O)[O-])cc(C(=O)NCc2ccc(F)cc2)cc1[N+](=O)[O-]
 : -1%	-3%	-15%
(63) Cc1ccc(OCc2cc(C(=O)N(C)Cc3cc(C4CC4)n[nH]3)no2)cc1C
 : 7%	-2%	23µM*
(64) CCN(CC(=O)NC(C)C)C(=O)Cc1ccc(C)c(C)c1
 : 1%	-7%	-23%
(65) COc1cc(C2c3c(-c4ccccc4O)n[nH]c3C(=O)N2CCO)ccc1OCC(C)C (stereo not drawn)
 : 4%	·	?
(66) O=C(Cc1ccc(Cl)cc1Cl)OCC(=O)N1CCN(C(=O)c2ccco2)CC1
 : -8%	-2%	-17%
(67) O=C(c1ccco1)N1CCN(C(c2cccs2)c2sc3ncnn3c2O)CC1 (stereo not drawn)
 : 7%	8%	4%
(68) CCOc1ccccc1OCC(=O)Nc1cccc(S(=O)(=O)N2CCCCCC2)c1
 : -4%	-12%	?
(69) COc1ccc(S(=O)(=O)Nc2ccc(NC(C)=O)cc2)cc1
 : 2%	19%	?
(70) O=C(CCc1nc2ccccc2c(=O)[nH]1)N1CCN(S(=O)(=O)c2ccc(F)cc2)CC1
 : 2%	·	5%
(71) COCCN(C(=O)c1csnn1)C(C(=O)NC(C)(C)C)c1cccc(OC)c1 (stereo not drawn)
 : 2%	12%	-15%
(72) COc1cccc(CNC(=O)COc2cccc3c2OC(C)(C)C3)c1
 : -4%	1%	8%
(73) CCCOc1ccc(C(=O)Nc2ccc(S(=O)(=O)N3C[C@@H]4C[C@@H](C3)c3cccc(=O)n3C4)cc2)cc1
 : 1%	·	13µM*
(74) O/N=C1\CCC\C1=C/c1ccco1
 : -6%	-3%	-1%
(75) Cc1nc(-c2ccc([N+](=O)[O-])cc2)c(-c2ccccc2)o1
 : ·	-18%	-28%

A run of entries of the results above:
Fields – TDP1 inh	N370S GC	TDP1 cell noCPT
(61) CCOC(=O)C1CCN(S(=O)(=O)c2cc(Br)cc3c2N(C(C)=O)C(C)C3)CC1 (stereo not drawn)
 : 2%	2%	-24%
(62) Cc1c([N+](=O)[O-])cc(C(=O)NCc2ccc(F)cc2)cc1[N+](=O)[O-]
 : -1%	-3%	-15%
(63) Cc1ccc(OCc2cc(C(=O)N(C)Cc3cc(C4CC4)n[nH]3)no2)cc1C
 : 7%	-2%	23µM*
(64) CCN(CC(=O)NC(C)C)C(=O)Cc1ccc(C)c(C)c1
 : 1%	-7%	-23%

(listing goes on)
Fields – TDP1 inh	N370S GC	TDP1 cell noCPT
(76) COc1cccc(C(=O)Nc2nnc(S(=O)(=O)N3CCCc4ccccc43)s2)c1
 : 5%	·	?
(77) Cc1ccc(OCCn2ccnc2)c([N+](=O)[O-])c1
 : -5%	3%	-1%
(78) CCn1cc(Br)c(C(=O)NN)n1
 : 7%	-6%	-4%
(79) CCC(=O)Nc1cccc(NC(=O)c2cccc([N+](=O)[O-])c2C)c1
 : 5%	14%	23µM*
(80) O=C(COC(=O)C1COc2ccccc2O1)Nc1cccc(S(=O)(=O)N2CCCCC2)c1 (stereo not drawn)
 : 5%	-2%	-9%
